# Bioassay records: PubChem BioAssay, Southern Research Specialized Biocontainment Screening Center
# PhoP GFP inhibition – PhoP regulon inhibitors, Salmonella typhi PhoP promoter GFP reporter, confirmatory (AID 1850) | Salmonella Typhi PhoP-promoter GFP reporter, fluorescence, 4 h; higher % means a stronger effect | one-dose inhibition, % at 50 µM; IC50 in µM for titrated hits | 310,000 compounds, 0.33% hits; in the data active = a potency from the dose series; inconclusive = inhibition mostly from about 25% at the one dose, without a potency; inactive = the rest, 99 in 100 with inhibition below about 19%;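 also: 0% = induced wells with vehicle and 100% = uninduced wells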
# inhibitors of VEEV – inhibitors of VEEV TC-83 cytopathic effect, confirmation, Vero cells (AID 588727). 350,000 compounds, 0.13% hits. inhibition, % at 20 µM; hits with a dose series show IC50 in µM. Vero cells, VEEV TC-83 cytopathic effect inhibition; higher % means a stronger effect; in the data active = a potency from the dose series; inconclusive = inhibition mostly from about 14% at the one dose, without a potency; inactive = the rest, 99 in 100 with inhibition below about 12%; also: strong numbers were not always called active
# M. tuberculosis HTS – M. tuberculosis growth inhibition, HTS (AID 449762) | M. tuberculosis H37Rv growth inhibition, 7H9 media; higher % means a stronger effect | one-dose inhibition, % at 25 µM; IC50 in µM for titrated hits | 330,000 compounds, 0.59% hits; in the data active = a potency from the dose series; inconclusive = inhibition above about 70% without an active follow-up result;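 also: bacterial growth assessed after seven days of incubation; strong numbers were not always called active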
# M. tuberculosis – growth inhibition of non-replicating M. tuberculosis (AID 488890); Mycobacterium tuberculosis non-replicating, growth inhibition; higher % means a stronger effect; inhibition, % at 25 µM; hits with a dose series show IC50 in µM; 320,000 compounds, 0.39% hits; in the data active = a potency from the dose series; inconclusive = inhibition mostly from about 82% at the one dose, without a potency; inactive = the rest, 99 in 100 with inhibition below about 76%;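 also: plate controls were DMSO cells for no effect and high antibiotic wells for full effect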
# H1N1 NS1A inhibition – H1N1 influenza NS1A inhibitors, functional cell based assay (AID 504329); NS1A functional cell-based assay, percent inhibition; higher % means a stronger effect; one-dose inhibition, % at 12.5 µM; IC50 in µM for titrated hits; 340,000 compounds, 0.3% hits; in the data active = a potency from the dose series; inconclusive = inhibition above about 27% without an active follow-up result; also: strong numbers were not always called active
# inhibitors of VEEV 10K pilot screen – further read-out of inhibitors of VEEV, marked with its call; inhibition, %; measured here: 10K pilot screen inhibition
# * marks the source's active call; other numbers are inactive results; i = inactive; ? = inconclusive; nt = no result given. Compounds were not picked by outcome; any-hit rate near 1.5%.
SMILES,PhoP GFP inhibition,inhibitors of VEEV,M. tuberculosis HTS,M. tuberculosis,H1N1 NS1A inhibition,others
C/C(CC(=O)Nc1cccc(Cl)c1C)=N\NC(=O)Cc1csc(N)n1,2%,0.3%,7%,-39%,0%,
CCOC(=O)C1CCN(CC(O)COCc2cccs2)CC1 (centres undefined),-4%,i,-2%,-4%,-3%,
CC(NC(=O)Cc1ccccc1)c1ccc(F)cc1 (centres undefined),-1%,i,7%,10%,-2%,
COc1ccc(CNC(=O)N2CCN(c3ccc(F)cc3)CC2)cc1,13%,i,-3%,-3%,-1%,
CCOc1ccc(NC(=O)CN(C)C(=O)C2CCN(C(=O)Nc3ccccc3)CC2)cc1OCC,nt,i,nt,nt,-6%,
COc1ccc(NC(=O)CS(=O)(=O)c2ccc(C)cc2)c(OC)c1,-3%,0.0%,0%,?,-6%,
Cc1ccc(C)c(N2CCN(C(=O)CN(C)S(=O)(=O)c3cnc[nH]3)CC2)c1,1%,2.2%,-3%,6%,1%,
COC(=O)Nc1nnc(CCc2ccccc2)s1,3%,1.2%,6%,-2%,-2%,
Cc1ccccc1Nc1nnc(SCC(=O)c2ccc(O)cc2O)s1,-2%,9.0%,7%,23%,-6%,
CC(C)(CNS(C)(=O)=O)SCc1ccc(Cl)cc1,-4%,1.1%,-3%,-2%,-5%,
O=C1/C(=C\c2ccc(Br)cc2)SC(=S)N1NS(=O)(=O)c1ccccc1,5%,1.9%,14%,10%,-5%,
COC(=O)c1ccc(NC(=O)CSCc2ccccc2)cc1,1%,0.4%,?,?,0%,
COc1ccc(CNC(=O)COc2cccnc2[N+](=O)[O-])cc1OC,-24%,1.2%,16%,-15%,1%,
CCCCCCn1c(N2CCC(C(N)=O)CC2)nc2c1c(=O)n(C)c(=O)n2C,-5%,i,-2%,-3%,8%,
CCCC(C(=O)NC1CCCC1)N(CC1CCCO1)C(=O)CNS(=O)(=O)c1ccccc1 (centres undefined),11%,0.4%,8%,3%,5%,

# Looked up by structure from the entries so far, two records:
SMILES,PhoP GFP inhibition,inhibitors of VEEV,M. tuberculosis HTS,M. tuberculosis,H1N1 NS1A inhibition,others
Cc1ccccc1Nc1nnc(SCC(=O)c2ccc(O)cc2O)s1,-2%,9.0%,7%,23%,-6%,
CCCCCCn1c(N2CCC(C(N)=O)CC2)nc2c1c(=O)n(C)c(=O)n2C,-5%,i,-2%,-3%,8%,

# (further entries)
SMILES,PhoP GFP inhibition,inhibitors of VEEV,M. tuberculosis HTS,M. tuberculosis,H1N1 NS1A inhibition,others
CCN(CC(=O)NC1CC1)S(=O)(=O)c1ccc(OC)cc1,-3%,1.6%,-8%,-9%,-10%,
C[C@H](CO)N1C[C@H](C)[C@@H](CN(C)S(=O)(=O)c2cccs2)Oc2c(NC(=O)c3ccncc3)cccc2C1=O,nt,i,2%,5%,-5%,
CCOc1cc(C2C(C(=O)OCC(C)C)=C(C)N=C3SCCC(=O)N32)ccc1OC(C)=O (centres undefined),-4%,i,-6%,-10%,6%,
Cc1ccc(N(CC(=O)NC2CCCC2)C(=O)CCCC(=O)Nc2ccccn2)cc1C,2%,8.2%,-6%,11%,-10%,
CCOc1ccc(CCNC(=O)c2nnc(Cc3ccc(F)cc3)o2)cc1OCC,-3%,3.4%,4%,nt,2%,
COc1cc2nc(SCC(=O)c3ccc(Br)cc3)n3nc(C)nc3c2cc1OC,-10%,1.4%,18%,0%,-8%,
Cc1ccc(CNC(=O)CCNC(=O)N2CCn3c2nc2ccccc23)cc1,0%,0.8%,7%,11%,2%,
COc1cccc(NC(=O)CN(C)C(=O)/C=C/c2cn(-c3ccccc3)nc2-c2ccc(C)cc2)c1,9%,8.6%,43%,2%,-9%,
N=c1c(S(=O)(=O)c2ccc(Br)cc2)cc2c(=O)n3ccccc3nc2n1C1CCCCC1,-14%,1.3%,-3%,-4%,-7%,
COc1ccc(-n2c(=S)[nH]c3cc(C(=O)NCCCN4CCOCC4)ccc3c2=O)c(OC)c1,-1%,i,-2%,-4%,-1%,
COc1ccc(CNCC(O)(c2ccccc2)c2ccc(Cl)cc2)cc1 (centres undefined),4%,i,?,50%,4%,
COc1ccc(C2CC(c3cccc(Cl)c3)n3nc(N)nc3N2)cc1 (centres undefined),1%,0.0%,-7%,-2%,-2%,
COCC1CCN(c2nc3nonc3nc2N2CCSCC2)C1 (centres undefined),7%,0.7%,1%,3%,0%,
COC(=O)c1ccc(-c2noc(CN(Cc3ccncc3)CC3CCCO3)n2)cc1 (centres undefined),8%,3.2%,41%,16%,-1%,
O=C(COC(=O)c1ccc(S(=O)(=O)C(F)F)cc1)Nc1cccnc1Cl,-6%,2.1%,-3%,5%,3%,
COc1ccc(S(=O)(=O)N(CC(=O)N2CCOCC2)Cc2ccccc2)cc1C,-5%,0.7%,-3%,-8%,1%,
CCCNC(=O)CCc1c(C)nc2c(c(C)nn2-c2ccc(C)cc2)c1C,-8%,i,0%,16%,3%,
Cn1cccc1C(=O)NCc1ccc(Cl)cc1,6%,0.5%,5%,10%,8%,
CCn1c(SCc2nc(-c3ccc(Cl)cc3)no2)nnc1-c1ccco1,3%,i,15%,69%,8%,
O=C(CSc1nnc(COc2cccc3ccccc23)o1)N1c2ccccc2CCc2ccccc21,-8%,8.0%,-3%,5%,7%,
O=C(NCc1cccs1)C1CCC(=O)N(Cc2cccc(C(F)(F)F)c2)C1 (centres undefined),4%,1.0%,-4%,8%,-7%,
COc1ccc(NC(=O)CN2C(=O)NC(C)(c3ccccc3)C2=O)c(OC)c1 (centres undefined),10%,2.4%,-2%,-9%,3%,
COC(=O)c1ccc(-n2c(C)cc(/C=N/n3cnnc3)c2C)cc1,4%,0.6%,-3%,18%,1%,
CCOC(=O)C1=C(N)OC2=C(C(=O)CCC2)[C@]12C(=O)N(CC(N)=O)c1ccccc12,2%,4.7%,4%,-31%,-20%,
Nn1c(SCC(=O)NC2CCCCC2)nnc1-c1ccco1,nt,0.2%,-8%,21%,-5%,
O=[N+]([O-])c1ccc(-c2nc3ccc([N+](=O)[O-])cc3[nH]2)cc1,5%,1.0%,-5%,i,13%,
CCOC(=O)C1=C(CN2c3ccccc3CC2C)NC(=O)NC1c1ccccc1 (centres undefined),2%,5.4%,8%,23%,1%,
CCc1ccc(NC(=O)CC2C(=O)Nc3c2c(=O)n(C)c(=O)n3C)cc1 (centres undefined),7%,3.9%,4%,-2%,-2%,inhibitors of VEEV 10K pilot screen=1.8
COc1ccc(NC(=O)NC2CCCCCCC2)c(OC)c1,-2%,3.0%,-13%,20%,20%,
CCN(CC)S(=O)(=O)c1ccc2c(c1)N(CC(=O)Nc1ccc(NC(C)=O)cc1)C(=O)CO2,-2%,2.4%,7%,9%,16%,
COc1cc(S(=O)(=O)N2CCOCC2)ccc1F,-5%,0.2%,-6%,-17%,3%,
Cc1cc(NC(=O)c2cccc3ccccc23)cc(C)c1OCC(=O)N1CCOCC1,4%,9.9%,2%,29%,7%,
COCCOC(=O)c1c(C)n(C)c2ccc(OC(=O)c3ccccc3F)cc12,-8%,i,3%,56%,-4%,
COC(=O)c1cc(S(=O)(=O)N2CCCCC2C)c[nH]1 (centres undefined),1%,i,-4%,2%,4%,
Cc1nnc2sc(COc3ccccc3)nn2c1=O,5%,0.4%,-5%,-6%,19%,
Cc1ccccc1NC(=O)C1CCCN1/C=C/C(=O)C(F)(F)F (centres undefined),-8%,0.9%,8%,1%,-2%,
CC(C)(C)C(C(Oc1ccc(Cl)cc1)n1cncn1)n1nnnc1C(c1cccc(Cl)c1)N1CCCCC1 (centres undefined),-3%,nt,?,78%,nt,
O=C(Oc1oc(-c2ccco2)nc1C=Nc1ccc(Cl)cc1)c1ccco1,3%,27%,13%,19%,7%,
NC(=O)c1ccccc1NC(=O)CC1(CC(=O)O)CCCC1,-2%,1.6%,-7%,-4%,2%,
O=S(=O)(NCc1cccnc1)c1cccn1-c1ncc(C(F)(F)F)cc1Cl,-5%,i,3%,7%,-1%,
O=C(NCC1CCCO1)c1ccc2c(=O)n(-c3ccccc3)c(=S)[nH]c2c1 (centres undefined),4%,0.8%,1%,-14%,10%,
Cc1nnc(NC(=O)CSc2nnc(CC(=O)Nc3ccccc3C)n2C)s1,-9%,i,0%,-4%,-6%,
CCCN(CCC)C(=O)CSc1nc2ccccc2c(=O)n1C1CCCC1,2%,i,5%,20%,22%,
COc1ccc(OCc2nn3c(-c4cccc(OC)c4)nnc3s2)cc1,0%,3.5%,1%,77%,-2%,
O=C(c1cccnc1)N1N=C(c2cccs2)CC1c1ccc(F)cc1 (centres undefined),-3%,0.8%,-1%,6%,9%,
CCn1nnnc1-c1ccc(OC)c(S(=O)(=O)Nc2ccc(OC)cc2)c1,3%,2.2%,2%,9%,-3%,
COc1ccccc1OCC#CCNC1CCCCC1C (centres undefined),4%,0.2%,0%,1%,-9%,
COc1ccc(C(C)(C)C)cc1NC(=O)C1CCCO1 (centres undefined),-4%,1.0%,6%,-10%,-3%,
COc1ccc(NS(=O)(=O)c2ccc3c(c2)NC(=O)CC(=O)N3)cc1OC,-5%,0.7%,3%,-4%,-7%,
Cc1ccc(NC(=O)c2cc(NC(=O)CCCC(=O)O)ccc2Cl)cc1Cl,8%,0.4%,-3%,24%,-5%,
O=C(CCN1C(=O)c2ccccc2C1=O)N1CCCCCC1,9%,0.8%,-4%,-10%,-3%,
COc1ccc(C2C3=C(CC(C)(C)CC3=O)OC(N)=C2[N+](=O)[O-])cc1 (centres undefined),-7%,i,4%,77%,3%,

# A portion from further up, as a working copy:
SMILES,PhoP GFP inhibition,inhibitors of VEEV,M. tuberculosis HTS,M. tuberculosis,H1N1 NS1A inhibition,others
COc1cc(S(=O)(=O)N2CCOCC2)ccc1F,-5%,0.2%,-6%,-17%,3%,
Cc1cc(NC(=O)c2cccc3ccccc23)cc(C)c1OCC(=O)N1CCOCC1,4%,9.9%,2%,29%,7%,
COCCOC(=O)c1c(C)n(C)c2ccc(OC(=O)c3ccccc3F)cc12,-8%,i,3%,56%,-4%,
COC(=O)c1cc(S(=O)(=O)N2CCCCC2C)c[nH]1 (centres undefined),1%,i,-4%,2%,4%,
Cc1nnc2sc(COc3ccccc3)nn2c1=O,5%,0.4%,-5%,-6%,19%,
Cc1ccccc1NC(=O)C1CCCN1/C=C/C(=O)C(F)(F)F (centres undefined),-8%,0.9%,8%,1%,-2%,
CC(C)(C)C(C(Oc1ccc(Cl)cc1)n1cncn1)n1nnnc1C(c1cccc(Cl)c1)N1CCCCC1 (centres undefined),-3%,nt,?,78%,nt,
O=C(Oc1oc(-c2ccco2)nc1C=Nc1ccc(Cl)cc1)c1ccco1,3%,27%,13%,19%,7%,
NC(=O)c1ccccc1NC(=O)CC1(CC(=O)O)CCCC1,-2%,1.6%,-7%,-4%,2%,
O=S(=O)(NCc1cccnc1)c1cccn1-c1ncc(C(F)(F)F)cc1Cl,-5%,i,3%,7%,-1%,
O=C(NCC1CCCO1)c1ccc2c(=O)n(-c3ccccc3)c(=S)[nH]c2c1 (centres undefined),4%,0.8%,1%,-14%,10%,
Cc1nnc(NC(=O)CSc2nnc(CC(=O)Nc3ccccc3C)n2C)s1,-9%,i,0%,-4%,-6%,
CCCN(CCC)C(=O)CSc1nc2ccccc2c(=O)n1C1CCCC1,2%,i,5%,20%,22%,
COc1ccc(OCc2nn3c(-c4cccc(OC)c4)nnc3s2)cc1,0%,3.5%,1%,77%,-2%,
O=C(c1cccnc1)N1N=C(c2cccs2)CC1c1ccc(F)cc1 (centres undefined),-3%,0.8%,-1%,6%,9%,
CCn1nnnc1-c1ccc(OC)c(S(=O)(=O)Nc2ccc(OC)cc2)c1,3%,2.2%,2%,9%,-3%,
COc1ccccc1OCC#CCNC1CCCCC1C (centres undefined),4%,0.2%,0%,1%,-9%,
COc1ccc(C(C)(C)C)cc1NC(=O)C1CCCO1 (centres undefined),-4%,1.0%,6%,-10%,-3%,
COc1ccc(NS(=O)(=O)c2ccc3c(c2)NC(=O)CC(=O)N3)cc1OC,-5%,0.7%,3%,-4%,-7%,
Cc1ccc(NC(=O)c2cc(NC(=O)CCCC(=O)O)ccc2Cl)cc1Cl,8%,0.4%,-3%,24%,-5%,
O=C(CCN1C(=O)c2ccccc2C1=O)N1CCCCCC1,9%,0.8%,-4%,-10%,-3%,
